# KAT2A inh = blocks human GCN5L2 histone acetyltransferase. Q92830. GCN5L2 HAT assay, ThioGlo1 CoA-SH fluorescence. Potency, µM (titrated, usually from 58.9 µM), inactives show at the highest dose activity change, negative = inhibition, most hits filed as inhibitors. 390,000 compounds, 0.21% hits. AID 504327
# Target sequence (Q92830 whole entry, looked up): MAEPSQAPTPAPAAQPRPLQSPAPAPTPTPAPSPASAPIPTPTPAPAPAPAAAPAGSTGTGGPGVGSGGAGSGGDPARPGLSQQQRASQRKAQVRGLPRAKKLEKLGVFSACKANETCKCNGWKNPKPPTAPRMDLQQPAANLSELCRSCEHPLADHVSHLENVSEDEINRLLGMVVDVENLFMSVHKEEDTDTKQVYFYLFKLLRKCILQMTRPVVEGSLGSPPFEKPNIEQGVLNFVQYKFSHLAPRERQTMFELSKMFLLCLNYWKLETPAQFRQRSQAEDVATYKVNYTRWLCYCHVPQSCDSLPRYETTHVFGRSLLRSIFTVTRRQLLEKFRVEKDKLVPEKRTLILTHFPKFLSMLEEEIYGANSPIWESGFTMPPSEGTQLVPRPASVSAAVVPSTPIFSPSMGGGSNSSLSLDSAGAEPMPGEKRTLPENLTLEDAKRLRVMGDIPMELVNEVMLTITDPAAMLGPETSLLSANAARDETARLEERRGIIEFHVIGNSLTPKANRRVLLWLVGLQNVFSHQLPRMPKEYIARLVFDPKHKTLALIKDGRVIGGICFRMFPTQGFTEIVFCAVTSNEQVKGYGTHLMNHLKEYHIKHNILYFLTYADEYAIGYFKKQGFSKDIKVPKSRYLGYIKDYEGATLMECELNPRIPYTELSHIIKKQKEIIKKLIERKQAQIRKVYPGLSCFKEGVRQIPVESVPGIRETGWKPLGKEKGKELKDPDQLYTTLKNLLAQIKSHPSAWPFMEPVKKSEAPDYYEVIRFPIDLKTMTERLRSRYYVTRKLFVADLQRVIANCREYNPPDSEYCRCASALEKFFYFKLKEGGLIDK
#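 GCN5L2 (20 nM) in 50mM HEPES pH 7.5, 0.1mM EDTA, 0.01% Tween-20 preincubated 15 min with compounds at room temperature. Reaction started with H3(1-25) 75uM, acetyl-CoA 70uM, ThioGlo1 50uM; CoA-thiol fluorescence (Ex340/Em540) read at 0 and 20 min.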
# DT40 TDP1 no CPT = qHTS for Inhibitors of human tyrosyl-DNA phosphodiesterase 1 (TDP1): qHTS in cells in absence of CPT | DT40 Tdp1-/- hTDP1 cells, no CPT, ATP luminescence, 48 h | Potency, µM (doses to about 46.2 µM), for the others: top-dose activity change, negative = growth inhibition, actives largely listed as inhibitors | 420,000 compounds, 15% hits | AID 686978, 2013; note: nearly all actives have a fitted effect of over 55% in size
#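 DT40 Tdp1-/-;hTDP1 cells, no CPT (DMSO vehicle only), 400 cells/well; compounds pin-transferred; ≥48 hr, 37 °C; CellTiter-Glo 30 min RT dark, luminescence read.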
# TDP1 block = blocks human tyrosyl-DNA phosphodiesterase 1; Q9NUW8; recombinant TDP1, AlphaScreen DNA substrate cleavage; Potency, µM (highest dose often 130 µM), for the others: at the highest dose activity change, negative = inhibition, most hits filed as inhibitors; 350,000 compounds, 0.28% hits; AID 485290; note: nearly all actives have a fitted effect of over 40% in size
#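 Here, a 5' biotin and 3' phosphotyrosine-FITC DNA oligonucleotide reports Tdp1 activity: intact substrate bridges AlphaScreen beads, while cleavage leaves a 3' phosphate and drops signal. All incubations at room temperature.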
# The depositor's hits bear a star; ? = inconclusive; . = no result given; [ ] = remark or other dose. Calls come from the whole dose curve; as a rule, active = well fitted curve in the direction sought with a large enough effect; inconclusive = small, poorly fitted or top-dose-only effect, or another doubt; inactive = no such curve, though single readings can be large; an effect the other way counts as inactive or inconclusive. % is set by controls: 0 for no effect and ±100 for the full control effect; potency is the fitted concentration of half-maximal effect. Not all compounds are listed; rates above refer to the full screens.
SMILES,KAT2A inh,DT40 TDP1 no CPT,TDP1 block
Nc1ccc(Sc2nnnn2-c2ccccc2)c(Cl)c1,-20%,-23%,5%
COc1ccc(C)cc1S(=O)(=O)N1CCN(c2ccccc2)CC1,-2%,-22%,.
CC(=O)c1sc(NC(=O)COc2ccc(Br)cc2)nc1C,-5%,-10%,6%
CN(C)c1cc[n+](CC(=O)c2ccc(Br)cc2)cc1,1%,?,0%
O=C(CCCC(=O)N(CC(=O)NC1CCCCC1)c1ccccc1F)Nc1ccccn1,-20%,?,4%
COc1ccc(NC(=S)N/N=C2\CC(C)(C)Oc3ccc(OC)cc32)cc1,2%,4.1µM*,6%
COc1cc(C2SCC(=O)N2CCc2ccc(OC)c(OC)c2)ccc1O (centres undefined),-10%,-8%,8%
CC(=O)Nc1ccc(SCC(=O)NNC(=O)CN(C)S(=O)(=O)c2ccc(C)cc2)cc1,0%,-12%,-6%
CC(NC(=O)COC(=O)c1ccc(N(C)C)cc1)c1ccccc1 (centres undefined),-17%,?,-8%
COc1ccccc1NS(=O)(=O)c1cc(NC(=O)c2cc(F)c(F)c(F)c2F)ccc1N1CCOCC1,-7%,16µM*,-1%
CCN(CC)c1nc(Nc2ccccc2)nc(Oc2ccc(=O)[nH]n2)n1,-19%,-12%,-1%
Clc1ccccc1-c1nnc2sc(-c3ccc(Br)o3)nn12,-4%,-23%,7%
COc1ccccc1C(=O)NCCC(=O)Nc1ncccc1O,-4%,15%,1%
CN(CC(=O)Nc1cccc(S(=O)(=O)N2CCOCC2)c1)CC(=O)Nc1ccc(Cl)c(C(F)(F)F)c1,-13%,7.3µM*,.
O=C(CNC(=O)c1cccc(F)c1)N/N=C/C=C/c1ccccc1,-9%,-14%,0%
Cc1ccc(C)c(OCC(O)CN2CCN(CCN3C(=O)c4cccc5cccc(c45)C3=O)CC2)c1 (centres undefined),-6%,18µM*,0%
COc1ccccc1-c1cc(C(=O)Nc2c(F)cc(F)cc2Br)no1,-5%,-20%,-2%
COc1cc2c(cc1N/C=C(\C#N)c1nc(-c3ccc(F)cc3)cs1)oc1ccccc12,-5%,-10%,1%
Cc1cc(C(=O)N2CC(C)CC(C)C2)c(C)o1 (centres undefined),-6%,?,2%
COc1nc(Nc2cccc(F)c2)nc(OC)n1,0%,-21%,.
CC(C)NC(=O)c1c(CSc2ccccc2)noc1C(=O)NCc1ccccc1,-1%,?,-1%
Nc1nc2c(c(=O)[nH]1)C(c1cccc3ccccc13)C1=C(N2)c2ccccc2C1=O (centres undefined),-7%,-24%,8%
CC(C)(C)c1ccc(S(=O)(=O)N2CCN(c3ccccn3)CC2)cc1,-4%,0%,4%
Clc1cccc(CSc2ncn(-c3ccccc3)n2)c1,-3%,-6%,-13%[56.1 µM]
Cc1c(NC(=O)C(C)Sc2n[nH]c(N)n2)c(=O)n(-c2ccccc2)n1C (centres undefined),-1%,-11%,4%
CCSc1nnc(NC(=O)COc2ccccc2[N+](=O)[O-])s1,-3%,-3%,7%
Cn1c(=O)[nH]c(=O)c2c1nc(NN)n2CCOc1ccccc1,3%,?,.
CC(C)C(=O)Nc1ccc2oc(-c3cc(F)c(F)cc3Cl)nc2c1,0%,?,5%
Cc1cnc(CNc2ccnc(-c3ccccc3C)n2)cn1,-5%,-6%,.
CCOC(=O)C(=O)Nc1sc(C(=O)N(CC)CC)c(C)c1C#N,0%,-8%,4%
Cc1nc2cncnc2n(-c2ccccc2)c1=O,-7%,-26%,.
O=C(Nc1ccc(Cl)cc1F)C1CC1,1%,-1%,0%
Cc1cccc(C)c1OCCN1CCOCC1,14%,-24%,3%
CCC(=O)c1ccc(OCC(=O)OCC(=O)Nc2sccc2C(N)=O)cc1,-1%,-2%,-3%
COC(=O)c1cc(NC(=O)c2cccnc2)cc(C(=O)OC)c1,0%,-3%,3%
Cc1cc(C)nc(/N=c2/ssnc2Cl)c1,-6%,9.2µM*,6%
CC(C)CNC(=O)c1ccccc1NC(=O)c1ccc(CSc2ccccc2)cc1,-14%,?,-1%
COc1ccc(C(=O)NCCc2nnc3ccc(SCC(=O)Nc4cc(C)on4)nn23)cc1,-1%,-26%,6%
CCc1nn(CC(=O)NCCCN(CC(C)C)CC(C)C)c(=O)c2cc3sc(C)cc3n12,-7%,?,0%
O=C(NCC1CCCO1)c1ccc2c(=O)n(CC3CCCO3)c(=S)[nH]c2c1 (centres undefined),0%,-23%,1%
O=C(c1ccccc1Cl)N1CCn2c1nc1ccccc12,2%,11%,0%
Cc1ccccc1OCCNc1cc(N2CC(C)NC(C)C2)ccc1[N+](=O)[O-] (centres undefined),-12%,?,7%
O=C(CCNC(=O)c1ccc(Cl)cc1)Nc1ccccc1N1CCCC1,-5%,-27%,2%
CCOc1ccc(/C=C/c2nc(C#N)c(NC3CCCCC3)o2)cc1,5%,?,5%
O=C(Nc1ccc(C(=O)OCc2cc(=O)n3c4c(sc3n2)CCCC4)cc1)c1ccc(F)cc1,28%,-19%,-6%
COc1ccc2nc(N3C(=O)CC(C(C)c4ccccc4)C3=O)sc2c1 (centres undefined),-2%,-10%,-3%
CC(C)c1cnc2c(c1SCC(=O)N1CCCCC1)c(=O)n(C)c(=O)n2C,10%,?,8%
CN(Cc1nc2ccccc2c(=O)[nH]1)C(=O)c1ccccc1OCc1ccc(Cl)cc1,2%,?,0%
COc1ccc(C)cc1NC(=S)NC12CN3CN(CN(C3)C1)C2,-16%,.,2%
CCCCOC(=O)Nc1nccs1,-4%,-5%,-2%
Cc1nc(NC(=O)c2ccccc2)sc1-c1csc(NCCc2ccccc2)n1,-17%,16µM*,3%
C=CCn1c(SCc2cc(C(=O)OC)c(C)o2)nnc1-c1ccncc1,-3%,-5%,.
Cc1ccc(/C=C/S(=O)(=O)Nc2ccc(C)cc2)cc1,-6%,-4%,-9%
CN(C)CCCN(C(=O)c1cccc(N2C(=O)CCC2=O)c1)c1nc2cc3c(cc2s1)OCO3,-3%,16%,-2%
COc1ccccc1NC(=O)C(CC(C)C)NC(=O)C1CCCCC1 (centres undefined),?,?,7%
Cc1c(Br)c([N+](=O)[O-])nn1C(C)C(=O)NCC1CCCO1 (centres undefined),-5%,0%,5%
Cc1cccc(N(CC(=O)NCc2ccco2)C(=O)CCC(=O)Nc2ccccn2)c1,-14%,-10%,10%
O=C(O)c1cccc(CN2C(=O)S/C(=C/c3ccccc3[N+](=O)[O-])C2=O)c1,-7%,?,.
CCOC(=O)N1CCC(NC(=O)c2cc3c(=O)[nH]c4ccccc4c3n2C)CC1,-7%,-27%,5%
O=C(Nc1ncc([N+](=O)[O-])s1)C1COc2ccccc2O1 (centres undefined),-23%,18µM*,4%

# Other results follow:
SMILES,KAT2A inh,DT40 TDP1 no CPT,TDP1 block
N#Cc1c2n(c(=S)n(-c3ccc(OC(F)F)cc3)c1=O)CCCCC2,0%,?,2%
O=[N+]([O-])c1ccc(N2CCCC2)nc1N1CCCC1,3%,?,3%
Cc1ccc(CNC(=O)CN2Cc3ccccc3C2=O)cc1,-3%,-13%,4%
CCOC(=O)[C@H]1[C@H]2COc3ccc(Br)cc3[C@@H]2N2C(=O)[C@H](C)NC(=O)[C@@]12C,-3%,-9%,1%
COc1ccc(C(=O)OC(C)C(=O)NC(C)CCc2ccccc2)cc1OC (centres undefined),-11%,?,.
COc1cc(CCCN2C(N)=NC[C@H]2Cc2ccc(O)cc2)cc(OC)c1OC,0%,3%,5%
N#C/C(=N\Nc1cc(Cl)cc(Cl)c1)c1nnc2n1CCCCC2,-13%,?,3%
COc1cc(S(=O)(=O)NCc2cccnc2)c(OC)cc1Br,-10%,9%,6%
CC1Sc2ccc(S(=O)(=O)NCCc3ccc(S(N)(=O)=O)cc3)cc2NC1=O (centres undefined),2%,-6%,3%
COCCn1c(SCC(=O)Nc2cc(C)on2)nc2c(c1=O)SCC2,-3%,-29%,4%
Cc1cccc(C(=O)Nc2nnc(-c3ccncc3)o2)c1,-2%,-5%,10%
O=C1Nc2cc(Cl)c(Cl)cc2N(O)N1c1cc(Cl)cc(Cl)c1,-6%,-20%,5%
COc1cccc(CNC(=O)c2cc(=O)[nH]c3ccc(S(=O)(=O)N4CCCC4)cc23)c1,0%,11%,5%
COc1ccc(CCC(=O)Nc2nc(C)c(C(=O)N(C)C)s2)cc1,-1%,30%[activator],5%
CS(=O)(=O)N1CCN(c2ccccc2NC(=O)c2ccc3c(c2)OCCO3)CC1,-2%,?,1%

# Reprinted at random: 6 entries already listed
SMILES,KAT2A inh,DT40 TDP1 no CPT,TDP1 block
N#Cc1c2n(c(=S)n(-c3ccc(OC(F)F)cc3)c1=O)CCCCC2,0%,?,2%
N#C/C(=N\Nc1cc(Cl)cc(Cl)c1)c1nnc2n1CCCCC2,-13%,?,3%
O=C1Nc2cc(Cl)c(Cl)cc2N(O)N1c1cc(Cl)cc(Cl)c1,-6%,-20%,5%
CS(=O)(=O)N1CCN(c2ccccc2NC(=O)c2ccc3c(c2)OCCO3)CC1,-2%,?,1%
CCOC(=O)[C@H]1[C@H]2COc3ccc(Br)cc3[C@@H]2N2C(=O)[C@H](C)NC(=O)[C@@]12C,-3%,-9%,1%
COc1ccc(CCC(=O)Nc2nc(C)c(C(=O)N(C)C)s2)cc1,-1%,30%[activator],5%

# Single records, from the list above:
# O=[N+]([O-])c1ccc(N2CCCC2)nc1N1CCCC1 is listed as KAT2A inh = 3%; DT40 TDP1 no CPT = ?; TDP1 block = 3%
# Cc1cccc(C(=O)Nc2nnc(-c3ccncc3)o2)c1 is listed as KAT2A inh = -2%; DT40 TDP1 no CPT = -5%; TDP1 block = 10%
# COc1cc(S(=O)(=O)NCc2cccnc2)c(OC)cc1Br is listed as KAT2A inh = -10%; DT40 TDP1 no CPT = 9%; TDP1 block = 6%

# Continued:
SMILES,KAT2A inh,DT40 TDP1 no CPT,TDP1 block
Cn1sc(=O)c2cc(S(=O)(=O)NC3CC3)ccc21,?,10µM*,-6%
CCSc1ncc(Cl)c(C(=O)Nc2c(C(=O)c3ccccc3)oc3ccccc23)n1,4%,23%,7%
CCc1cccc(C)c1N=Cc1c(O)c2ccccc2oc1=O,-7%,-3%,.
COc1cccc(N2CCN(C(=O)c3cc4c(s3)-c3ccccc3OC4)CC2)c1,?,-2%,-2%
N#C/C(=C\c1ccc(OC(=O)c2ccc(Br)s2)cc1)c1nc2ccccc2[nH]1,-17%,?,7%
O=C(COC(=O)c1cccnc1Cl)c1ccc(Cl)s1,-1%,4%,0%
O=C(Cc1ccc(F)cc1)N/N=C/c1ccc(-c2ccc(Cl)c(C(=O)O)c2)o1,-4%,-1%,-2%
CCOC(=O)NC(=O)COC(=O)c1ccc(O)cc1,-8%,0%,0%
COc1ccc(C(C)=O)cc1COc1cccc2cccnc12,-5%,?,.
CCCNC(=O)c1ccccc1NC(=O)Nc1ccccc1C,3%,?,2%
C[N+]1(CCOS(=O)C23CC4CC(CC(C4)C2)C3)CCOCC1 (centres undefined),-4%,-13%,5%
Cc1ccc(OCCNC(=O)/C=C/c2ccccc2)cc1C,-3%,-22%,-1%
O=[N+]([O-])c1cccc(-c2cc3ccccc3[nH]2)c1,0%,-7%,4%
COc1ccc(-n2cccc2/C=C2/NC(=O)N(c3cccc(Cl)c3)C2=O)cc1,-13%,-29%,5%
CCN(CC)CCOC(=O)c1ccc(NC(=O)c2cc3cc(OC)ccc3oc2=O)cc1,-8%,0.0058µM*,1%
Cc1c(CCNC(=O)C(C)(C)C)sc2nc(-c3ccc(F)cc3)nn12,0%,26µM*,0%
COc1cc(/C=N\NC(=O)c2ccccc2F)ccc1Oc1ccc([N+](=O)[O-])cn1,-7%,4.6µM*,0%
CC(C)(C)C(=O)Nc1ccc(C(=O)N/N=C/c2ccccc2OC(=O)c2ccc(Cl)cc2Cl)cc1,2%,12µM*,0%
O=C(NOC(=O)c1cc(Br)ccc1Cl)c1cccs1,-9%,-2%,-8%
COc1cccc(OC)c1C(=O)OCC(=O)N(C)c1ccccc1,-7%,?,6%
COc1ccccc1C(=O)NC(C)C(c1cccs1)N1CCN(C)CC1 (centres undefined),-3%,-2%,-3%[56.1 µM]
O=C(N/N=C/c1cc(Br)c(Br)o1)c1cc2ccccc2o1,-16%,?,50µM*
COc1ccc(NC(=O)CN2CCN(CC(=O)Nc3ccccc3Cl)CC2)c(OC)c1,-8%[0.501 µM],18µM*,1%
Cc1ccc(C(=O)NC(=S)N2CCN(C(=O)OC(C)(C)C)CC2)cc1Br,-4%,13µM*,-2%
O=C(Nc1ccccn1)c1ccc2ccccc2c1O,-7%,15µM*,.
[O-]/C(=C(\C(=S)NCc1ccc2c(c1)OCO2)[n+]1ccccc1)c1ccc(Cl)s1,-11%,?,8%

# Compound activity (PubChem BioAssay)
